# High-throughput results as filed in PubChem BioAssay.
# CD40 NFkB inh = inhibitors of CD40-induced NF-kB signaling, primary screen, BL2 cells, luciferase reporter, single point. actives 0.94% (n = 83,000). inhibition, % at 10 µM. CD40L-induced, 4 h. AID 1053188, 2014;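 active = mean inhibition of at least 50% with a set share of replicates also reaching that level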;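 also: 0% = neutral control wells and 100% = IKK inhibitor VII at 50 µM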
# * = called active by the depositor; & = joins results of further samples; [ ] = another dose, or the depositor's remark. This is a subset; the hit share may differ from the screen's.
molecule,CD40 NFkB inh
COc1cc(OC)cc(C(=O)N[C@H](C(=O)OCC(N)=O)C(C)C)c1,0
CC(=O)N1CCc2cc(Br)c(S(=O)(=O)NCc3ccc(Cl)cc3)cc21,4
CCOC(=O)N1CCN(C(=O)CCNS(=O)(=O)c2ccc3c(c2)c(=O)n(C)c(=O)n3C)CC1,2
CCOc1ccc(S(=O)(=O)Nc2cccc(C(=O)NCC(c3ccco3)N(C)C)c2)cc1 (stereo unspecified),9
CCOC(=O)c1ccc2nc(C)c(CC)c(Cl)c2c1,-36
COc1ccc(NC(=O)c2cc(C3CCCCN3C(=O)c3cc(F)ccc3C)on2)c(C)c1 (stereo unspecified),9
N#C[C@@H]1[C@@H](c2ccccc2-c2ccc(F)cc2)[C@@H](CO)N1c1ncc(-c2ccccc2)s1,3[25 µM]
CCC(C)n1c(SC(C)C#N)nc2ccccc2c1=O (stereo unspecified),-10
O=C(NC1CCCc2ccccc21)C1CCN(c2nnc(-n3cccc3)s2)CC1 (stereo unspecified),14
O=C(C[C@@H]1CC[C@H]2[C@@H](COC[C@@H](O)CN2Cc2cc(F)cc(F)c2)O1)Nc1nccs1,8[25 µM]
COc1ccc(S(=O)(=O)Nc2ccc(-n3cccc3)cc2)cc1,7
O=C(O)c1ccccc1C(=O)N(c1ccccc1)c1ccccc1,11
CCCCc1ccc(NC(=O)CC(C)(C)C)cc1,-93
C[C@H](CO)N1C[C@H](C)[C@@H](CN(C)Cc2ccc(O)cc2)OCc2cn(nn2)CCCC1=O,-10
O=C(Nc1ccc2nsnc2c1)N1CCCCCC1,-49

# Next part, starting with the last 4 of the part before.
molecule,CD40 NFkB inh
O=C(O)c1ccccc1C(=O)N(c1ccccc1)c1ccccc1,11
CCCCc1ccc(NC(=O)CC(C)(C)C)cc1,-93
C[C@H](CO)N1C[C@H](C)[C@@H](CN(C)Cc2ccc(O)cc2)OCc2cn(nn2)CCCC1=O,-10
O=C(Nc1ccc2nsnc2c1)N1CCCCCC1,-49
CC1(c2ccccc2)NC(=O)N(CC(=O)N2CCN(S(=O)(=O)c3cccs3)CC2)C1=O (stereo unspecified),5
C/C=C/c1ccc2c(c1)[C@@H]1[C@@H](CCN1C(=O)c1cnccn1)[C@H](CO)N2,-6[25 µM]
COc1ccc(C(=O)N2CCCCCC2)cc1OC1CCN(C(C)=O)CC1,2
CSc1nc2c(C)c(C)c(C)c(C)c2[nH]1,19
N#Cc1ccc(-c2ccc(OCC(=O)NCCCN3CCCC3=O)cc2)cc1,-9
N#C[C@@H]1[C@H](c2ccc(C3=CCCCC3)cc2)[C@H](CO)N1C(=O)CN1CCOCC1,4[25 µM]
O=C(C1CCOCC1)N1C[C@@H]2[C@H](c3ccccc31)[C@@H](CO)N2C(=O)Nc1ccccc1F,4[25 µM]
NC(=O)c1ccc(Cc2ncc(C(F)(F)F)cc2Cl)s1,3
Cc1ccc(C2CC(=O)Nc3cc4c(cc32)OCO4)o1 (stereo unspecified),2
CC(C(=O)Nc1ccc2c(c1)OCO2)N1CCN(C)CC1 (stereo unspecified),0
O=C1CS/C(=N/N=C/c2ccncc2)N1,1
CO[C@@H]1CN(C)C(=O)c2ccc(NC(=O)C3CCC3)cc2OC[C@@H](C)N(C)C[C@@H]1C,-3
CC(C)N1CCN(Cc2ccc(Sc3nncn3C)o2)CC1CCO (stereo unspecified),7
CC(NC(=O)c1ccc(S(=O)(=O)Nc2ccccc2Cl)cc1)c1ccncc1 (stereo unspecified),8
CN(C)CCCN(C(=O)c1ccc(S(=O)(=O)N2CCCC2)cc1)c1nc2c(F)cc(F)cc2s1,-14
CS(=O)(=O)N1CC(C(=O)NC2CC2)Oc2ccc(Cl)cc21 (stereo unspecified),16
O=C(CN1CCOCC1)N1CC[C@H]2[C@H](CO)Nc3ccc(Br)cc3[C@H]21,-4[25 µM]
O=C(C[C@@H]1C[C@H]2c3cc(NC(=O)c4ccc5c(c4)OCO5)ccc3O[C@H]2[C@H](CO)O1)NCc1ccc(Oc2ccccc2)cc1,0[25 µM]
CCNCC(=O)Nc1c(C)cccc1C,-5
C[C@@H]1CCCCO[C@H](CN(C)C(=O)c2ccncc2)[C@@H](C)CN([C@@H](C)CO)C(=O)c2cc(NC(=O)CCC(F)(F)F)ccc2O1,-15[25 µM]
CCOc1ccc(OCC(=O)OCC(=O)Nc2ccccc2C#N)cc1,6
COc1ccc(-c2ccccc2[C@H]2[C@@H](C#N)N(C(=O)C3CC3)[C@H]2CO)cc1,4[25 µM]
CO[C@@H]1CN(C)C(=O)c2ccc(NC(=O)NC3CCCCC3)cc2OC[C@@H](C)NC[C@H]1C,-3[25 µM]
CCOC(=O)c1c(C2CC2)csc1NC(C)=O,-11
CN(C)c1ccc2c3c(ccc(N(C)C)c13)COC2,2
CC(C)Cn1c(NCCO)nc2ccccc21,9
C=CCn1c(C)nnc1SCC(=O)N1c2ccccc2NC(=O)C1(C)C,9
COC(=O)c1ccccc1N(C)S(C)(=O)=O,3
O=C(Nc1ccccc1F)N1CCCCN2[C@H](CO)[C@@H](c3ccc(C#Cc4cccnc4)cc3)[C@H]2C1,-5[25 µM]
O=C(C[C@@H]1CC[C@H](NC(=O)c2ccc(F)cc2)[C@H](CO)O1)NCCc1ccccc1,-4[25 µM]

# For reference, some entries already given.
molecule,CD40 NFkB inh
COc1cc(OC)cc(C(=O)N[C@H](C(=O)OCC(N)=O)C(C)C)c1,0
CC(=O)N1CCc2cc(Br)c(S(=O)(=O)NCc3ccc(Cl)cc3)cc21,4
CCOC(=O)N1CCN(C(=O)CCNS(=O)(=O)c2ccc3c(c2)c(=O)n(C)c(=O)n3C)CC1,2

# Continued.
molecule,CD40 NFkB inh
Cc1cccc(NC(=O)C2CCN(S(=O)(=O)c3c(C)nn(C)c3C)CC2)n1,0
COc1ccc(N2C(=O)CSC23CCCCC3)cc1,-5
C[C@H]1CN([C@@H](C)CO)S(=O)(=O)c2ccc(C#CC3CC3)cc2O[C@H]1CN(C)C(=O)CN(C)C,-5[25 µM]
CC(C)(C)n1ncc2c(=O)n(CC(=O)NCCc3ccccc3)cnc21,-41
O=C(COc1ccc(F)cc1Cl)Nc1nc(-c2ccccn2)cs1,-1
CN(C)C(=O)c1ccc(-c2ccc([C@@H]3[C@@H](C#N)N(S(C)(=O)=O)[C@H]3CO)cc2)cc1,-12[25 µM]
CC(C)Oc1ccc(CCC(=O)N/N=C/c2ccc3c(c2)OCO3)cc1,6
CCCCN(C(=O)CSCc1c(C)noc1C)c1c(N)n(CCCC)c(=O)[nH]c1=O,-21
CCN1CCN(S(=O)(=O)c2ccc(Cl)c(C(=O)N(C)Cc3cccc(Cl)c3Cl)c2)CC1,4
O=C1CC(c2ccsc2)c2cc3c(cc2N1)OCCO3 (stereo unspecified),11
COc1ccccc1C1C2=C(N=C3SCC(=O)N31)c1ccccc1CC2 (stereo unspecified),12
O=C(C[C@H]1CC[C@@H]2[C@H](COC[C@H](O)CN2C(=O)c2cccnc2)O1)NCC1CC1,-5[25 µM]
CC1=CC(=O)C(C(C)C)=C/C1=N/OC(=O)c1cccc([N+](=O)[O-])c1,9
C[C@@H]1CN([C@H](C)CO)C(=O)c2ccccc2-c2ccccc2CO[C@@H]1CN(C)CC1CC1,-8[25 µM]
COc1cc(C(=O)OCC(=O)Nc2ccc(N3CCOCC3)cc2)ccc1OCC(C)C,1

# Gathered by group: the compounds so far with a furan ring, fused or not
molecule,CD40 NFkB inh
CCOc1ccc(S(=O)(=O)Nc2cccc(C(=O)NCC(c3ccco3)N(C)C)c2)cc1 (stereo unspecified),9
Cc1ccc(C2CC(=O)Nc3cc4c(cc32)OCO4)o1 (stereo unspecified),2
CC(C)N1CCN(Cc2ccc(Sc3nncn3C)o2)CC1CCO (stereo unspecified),7

# New compounds follow.
compound	CD40 NFkB inh
CCN(CC(=O)NCc1cccs1)S(=O)(=O)c1c(F)cccc1F	5
C/C=C/c1ccc([C@@H]2[C@@H](CO)N[C@@H]2CN(CC(C)C)C(=O)c2ccccn2)cc1	6[25 µM]
CC(NC(=O)c1sc2cc([N+](=O)[O-])ccc2c1Cl)C(C)(C)C (stereo unspecified)	-21
CCOc1ccc2[nH]c(C)c(CN3CCN(C)CC3)c(=O)c2c1	3
CC(C)[C@H](NC(=O)OCc1ccccc1)C(=O)OCC(=O)N1CCN(c2ccc(F)cc2)CC1	12
O=C(COc1ccc(S(=O)(=O)N2CCCC2)cc1)NCc1ccccn1	8
CC(C)NC1(C(N)=O)CCNCC1	1
O=C(Cc1ccc(F)cc1)Nc1nccs1	-4
Nc1cc(N)nc(SCC(=O)NC2CCCCCCC2)n1	-1
CC(CNS(=O)(=O)c1ccc2c(c1)NC(=O)CCS2)c1ccccc1 (stereo unspecified)	1
CC(Sc1nc2ccccc2c(=O)n1CC1CCCO1)C(=O)NC(C)c1ccccc1 (stereo unspecified)	2
c1coc(CSc2ncnc3c2oc2ccccc23)c1	-104
CCn1c(CN2CCCCCC2=O)nnc1SCc1cnc(-c2ccccc2)s1	-10
CCN1CCN(S(=O)(=O)c2ccc(Cl)c(C(=O)NCc3nc4ccccc4[nH]3)c2)CC1	2
Cc1ccc(S(=O)(=O)N2CCC(C(=O)OCC(=O)NC3(C#N)CCCCC3)CC2)cc1C	5
O=C(OCC(=O)N1CCCCC1)c1cc(=O)[nH]c2ccccc12	-56
COc1ccc(Oc2ncc(CN3CCN(c4ccccc4)CC3)s2)cc1	13
Cc1ccc(C)c(C(=O)COC(=O)c2c(-c3ccccc3)noc2C)c1	22
O=C(NCC1CCCO1)c1cc(-c2ccco2)nc2ccccc12 (stereo unspecified)	3
COc1ccc(/C=C/C(=O)OCC(=O)NCc2ccccc2Cl)cc1OC	2
COCc1cc(C)nc(N)c1C#N	6
CC(=O)OCC[N+](C)(C)C	11&14
COc1cc(C(=O)NCC(=O)N/N=C/c2ccc(OC(=O)c3ccco3)cc2)cc(OC)c1OC	4
N=c1n(CCN2CCOCC2)c2ccccc2n1Cc1ccccc1Br	18
Cc1noc(C)c1NC(=O)N1C[C@H](O)COC[C@@H]2O[C@H](CC(=O)NCC3CC3)CC[C@H]21	1[25 µM]
CC(=O)c1cc2c(cc1N)OCO2	10
C[C@H](CO)N1C[C@H](C)[C@@H](CN(C)Cc2cccnc2)OCc2ccccc2-c2c(n(C)c3ccccc23)C1=O	3[25 µM]
O=C(Nc1ccc(C(F)(F)F)cc1)Nc1ccc2c(c1)[C@H]1C[C@@H](CC(=O)N3CCc4ccccc4C3)O[C@H](CO)[C@H]1O2	50*[25 µM]
Cc1c(CCO)sc[n+]1CC(=O)OCCC12CC3CC(CC(C3)C1)C2	8
CN(C)C(=O)c1cccc(-c2ccc3c(c2)[C@H]2[C@H](CCN2C(=O)C2CCC2)[C@H](CO)N3)c1	4[25 µM]
O=C(c1cnccn1)N1C[C@H]2[C@@H](c3ccccc31)[C@@H](CO)N2Cc1ccc2c(c1)OCO2	-7[25 µM]
COc1ccccc1-c1cc(C(F)(F)F)nc(N2CCCC2)n1	8
COc1cc(C2c3cc4c(cc3OC(Nc3ccc(C(=O)O)cc3)C2C)OCO4)cc(OC)c1OC (stereo unspecified)	-7
c1ccc(-c2ccc(C3=Nn4c(nnc4-c4ccccn4)SC3)cc2)cc1	6
CCCCn1c(N)c(N(CCC(C)C)C(=O)c2ccc(COc3ccccc3)o2)c(=O)[nH]c1=O	13
COCC(=O)N1C[C@@H]2[C@H](c3ccccc31)[C@H](CO)N2Cc1ccccc1	12[25 µM]
CC1CN(S(=O)(=O)c2ccc(C(=O)N(C)C3CCCCC3)cc2)CC(C)O1 (stereo unspecified)	0
CCc1nnc(NC(=O)CN2C(=O)N(C)C3(CCCCC3)C2=O)s1	11
CCNc1nc(C)cc(COC)c1C#N	4
O=C(CCNC(=O)c1ccc([N+](=O)[O-])cc1)NCCC1=CCCCC1	-8
N#C[C@@H]1N[C@@H](CO)[C@H]1c1ccc(C#CC2CCCC2)cc1	-3
COc1cc(-c2nc(C)c(C(C)=O)n2O)ccc1OCC(=O)Nc1ccc(Cl)cc1	-1
CCC1(C)Cc2c(sc3c2c(=O)n(C)c2nnc(SCc4ccc5c(c4)OCO5)n32)CO1 (stereo unspecified)	14
CN1CCN(CC(=O)Nc2cccc(S(=O)(=O)N(C)c3ccccc3)c2)CC1	6
COc1cccc(CC2(CO)CCN(Cc3cnc(N4CCOCC4)s3)CC2)c1	14
CCn1cnc2c1c(=O)n(CC(=O)OC)c(=O)n2Cc1ccccc1	-4
COc1ccc(/C=C2/C(=O)N(CC3CCCO3)C(=S)N2C)c(OC)c1 (stereo unspecified)	1
COC(=O)c1cc(C(=O)OCC(=O)NC(=O)NCc2ccccc2)cc([N+](=O)[O-])c1	8
O=C(C[C@H]1C[C@@H]2c3cc(NC(=O)c4cccnc4)ccc3O[C@@H]2[C@H](CO)O1)NCc1cc(F)ccc1F	-21[25 µM]
CCOc1ccc2oc(C(=O)OCC(=O)N(CC(C)C)c3c(N)n(Cc4ccccc4)c(=O)[nH]c3=O)c(C)c2c1	3
O=C(COC(=O)c1c[nH]c2ccccc12)Nc1ccccc1	-10
COc1ccc2c3c([nH]c2c1)[C@@H](CO)N(Cc1ccccc1Cl)CC31CN(C(=O)C2CC2)C1	9[25 µM]
NC(=O)c1ccsc1NC(=O)COC(=O)CNC(=O)c1ccc(Cl)cc1	6
CO[C@@H](CN(C)Cc1cc(F)ccc1F)[C@@H](C)CN(C(=O)Nc1ccc(C(F)(F)F)cc1)[C@H](C)CO	26[25 µM]
Cc1occc1C(=O)NCc1cccc(CNC(=O)c2ccoc2C)c1	5
CCC1CCCCN1C(=O)COC(=O)c1cc(Br)ccc1Cl (stereo unspecified)	9
O=C(NC1=NCCS1)c1ccc(F)c(S(=O)(=O)N2CCOCC2)c1	-7
Cc1cc(C)c2nc(N3CCCC(C(=O)NC4CCCC4)C3)sc2c1 (stereo unspecified)	4
COC(=O)c1c(NC(=O)CN2CCC(C)CC2)c2c(C)cccc2n1C	7
O=C1c2ccsc2SCCN1Cc1ccccc1	6
CCC(C)(C)NC(=O)Cc1ccc(C)cc1	15
Cn1nnnc1SCCNCc1ccccc1OCc1ccccc1	24
